MIN6 prolif = induces beta-cell replication in MIN6 cells. AID 2380. 0.29% of 330,000 active. proliferation, % at 10 µM. MIN6 cells proliferation, ATPlite luminescence, 48 h; cells starved in 0.2% serum; 100% = growth in 10% serum;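 active = compounds whose signal lies at least 3.5 SD above the mean of all wells on their plate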;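 also: 0% = DMSO-treated cells in low-serum medium and 100% = 10% serum control; some compounds called inactive have numbers as strong as hits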
TIM10 inh = growth inhibitors of TIM10 yeast strain. AID 463195. 1.4% of 330,000 active. inhibition, % at 10 µM. S. cerevisiae TIM10 strain growth, BacTiter-Glo luminescence, 24 h;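 active = inhibition of 40% or more at the single tested concentration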;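 also: wild-type TIM10 isogenic control strain grown at permissive 25 °C; 0% = DMSO yeast wells and 100% = minimal medium wells without yeast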
A3A deaminase = blocks human APOBEC3A ssDNA deamination; P31941; recombinant A3A, FAM/TAMRA ssDNA deamination fluorescence; inhibition, % at 20 µM; 0.41% of 330,000 active; AID 493011;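 active = at least 40% inhibition at 20 µM here, with at most 30% in a related deaminase screen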;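 also: plate controls were A3A with DMSO for no effect and wells lacking A3A enzyme for full effect; some results filed as inactive read as strong as hits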
Target sequence (P31941 whole entry, looked up): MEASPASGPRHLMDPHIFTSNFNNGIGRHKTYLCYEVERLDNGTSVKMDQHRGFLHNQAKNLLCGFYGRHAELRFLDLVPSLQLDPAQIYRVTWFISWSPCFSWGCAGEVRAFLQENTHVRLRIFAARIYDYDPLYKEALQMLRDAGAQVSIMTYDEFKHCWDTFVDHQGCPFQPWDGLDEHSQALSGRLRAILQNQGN
mIAP act = mouse IAP activation. activation factor at 10 µM. muIAP, CDP-Star luminescence, 30 min; hits give high values; 1 = vehicle-only enzyme signal, 0 = enzyme-free wells. 0.24% of 330,000 active;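 active = activation factor of at least 2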; also: the source names both 10 and 20 µM as test concentration; values of inactives mirror those of a sister screen read the other way
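also added = chemiluminescent substrate CDP-Star | test system = mouse IAP enzyme | signal = chemiluminescence readout | compound = DMSO-dissolved test compounds | incubation = 30 min at room temperature | benchmarks = DMSO wells, no-enzyme wells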
hIAP inh = blocks human intestinal alkaline phosphatase; purified IAP, CDP-Star luminescence, 30 min; 0.12% of 330,000 active; inhibition, % at 10 µM; P09923;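 active = inhibition reaching a set limit with compound at 10 µM in the primary screen, cut at about 35% in these data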;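 also: plate controls were DMSO wells with enzyme for no effect and no-enzyme buffer wells for full effect; values of inactives mirror those of a sister screen read the other way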
Target sequence (P09923 whole entry, looked up): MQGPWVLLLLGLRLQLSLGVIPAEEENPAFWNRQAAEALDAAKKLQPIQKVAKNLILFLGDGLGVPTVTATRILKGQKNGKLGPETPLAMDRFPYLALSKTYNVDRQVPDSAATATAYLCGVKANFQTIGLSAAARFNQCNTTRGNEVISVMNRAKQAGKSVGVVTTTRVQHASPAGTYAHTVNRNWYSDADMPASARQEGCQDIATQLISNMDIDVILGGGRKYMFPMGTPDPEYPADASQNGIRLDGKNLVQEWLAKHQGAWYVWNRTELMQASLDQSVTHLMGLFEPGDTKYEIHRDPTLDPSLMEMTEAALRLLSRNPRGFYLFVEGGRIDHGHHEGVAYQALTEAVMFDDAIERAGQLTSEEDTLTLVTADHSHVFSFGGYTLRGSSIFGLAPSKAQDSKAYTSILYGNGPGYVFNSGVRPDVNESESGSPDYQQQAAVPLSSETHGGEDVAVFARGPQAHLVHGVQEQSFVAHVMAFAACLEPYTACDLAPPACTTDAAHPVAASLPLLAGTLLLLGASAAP
tim10-1 inh = growth inhibitors of tim10-1 mutant yeast; S. cerevisiae tim10-1 ts strain growth, BacTiter-Glo, 24 h; inhibition, % at 20 µM; 2.2% of 330,000 active; AID 463190;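 active = inhibition of at least 40%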;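 also: mutant grown at 25 °C; 0% = DMSO wells with yeast and 100% = wells holding no yeast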
APOBEC3G inh = inhibitors of human APOBEC3G DNA deaminase; Q9HC16; recombinant A3G, ssDNA deamination FAM/TAMRA fluorescence; inhibition, % at 20 µM; 0.28% of 330,000 active; AID 493012;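 active = inhibition of at least 40% at 20 µM, with no more than 30% in the related APOBEC3A deaminase screen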;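 also: plate controls were DMSO wells with A3G for no effect and wells lacking A3G enzyme for full effect; some compounds called inactive have numbers as strong as hits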
Target sequence (Q9HC16 whole entry, looked up): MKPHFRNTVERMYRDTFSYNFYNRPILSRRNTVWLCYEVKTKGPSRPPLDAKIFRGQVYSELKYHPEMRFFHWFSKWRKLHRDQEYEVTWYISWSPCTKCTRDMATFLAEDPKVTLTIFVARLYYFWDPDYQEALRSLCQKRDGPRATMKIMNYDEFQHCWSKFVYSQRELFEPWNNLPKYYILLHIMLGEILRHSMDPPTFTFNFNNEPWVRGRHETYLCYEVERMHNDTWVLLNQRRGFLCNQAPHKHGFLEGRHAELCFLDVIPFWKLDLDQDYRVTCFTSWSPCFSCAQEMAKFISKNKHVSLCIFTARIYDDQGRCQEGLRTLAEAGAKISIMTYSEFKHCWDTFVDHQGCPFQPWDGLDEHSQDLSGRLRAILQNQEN
NALP3 yeast inh = NALP3 inhibition in yeast | Yeast reconstituted NLRP3/ASC/caspase-1, beta-gal luminescence, 24 h | inhibition, % at 10 µM | 0.39% of 330,000 active;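 active = inhibition of 50% or more; inactive = inhibition below 50%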;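 also: plate controls were induced DMSO wells for no effect and uninduced yeast grown without galactose for full effect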
mIAP inh = blocks mouse intestinal alkaline phosphatase; purified mouse IAP, CDP-Star luminescence, 30 min; inhibition, % at 10 µM; 0.2% of 330,000 active;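 active = inhibition of at least 40% at 10 µM in the primary screen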;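 also: plate controls were DMSO with enzyme for no effect and no enzyme wells for full effect; values of inactives mirror those of a sister screen read the other way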
The depositor's hits bear a star; & = joins results of further samples. Some of the compounds tested; rates above refer to the full screens.

SMILES | MIN6 prolif | TIM10 inh | A3A deaminase | mIAP act | hIAP inh | tim10-1 inh | APOBEC3G inh | NALP3 yeast inh | mIAP inh
c1ccc(-c2[nH]c[n+](CC3CO3)c2-c2ccccc2)cc1 (stereo not drawn) | 0 | 9 | 7 | 0.82 | 21 | 24 | 1 | 5 | 18
CN1CC[C@]23c4c5ccc(O)c4OC2C(O)C=CC3[C@H]1C5 (stereo partly drawn) | -4 | -5 | -4 | 1 | -10 | 3 | -2 | -2 | -2
CCCCCn1c(=O)c(C(=O)NCc2ccc(Cl)cc2)c(O)c2ccccc21 | -1 | -10 | -8 | 0.9 | -6 | -5 | -5 | 7 | 10
CCSc1cc(C2C(C#N)=C(N)Oc3n[nH]c(C)c32)c(C)o1 (stereo not drawn) | -4 | 48* | -2 | 0.98 | -16 | 63* | -3 | 14 | 2
CN1C2C=C(N(C(=O)c3ccc(Cl)cc3)c3ccccc3)CC1CC2 (stereo not drawn) | -1 | 0 | -2 | 0.98 | 1 | -7 | -2 | 18 | 2
CN1Cc2c(c(C#N)c(N)n(C)c2=S)CC1(C)C | -2 | 7 | -4 | 0.96 | -2 | 0 | 17 | -4 | 4
CC(=O)[C@H]1CCC2C3CC[C@H]4C[C@@H](O)CC[C@]4(C)C3CC[C@@]21C (stereo partly drawn) | -2 | 10 | 1 | 1 | 6 | -14 | -3 | 49 | 0
O=P(O)(O)Cc1ccccc1OP(=O)(c1ccccc1)c1ccccc1 | -2 | -27 | -1 | 1.1 | -16 | -3 | -2 | 10 | -10
Cc1nnc2n1-c1ccc(Br)cc1C(c1ccccc1Cl)=NC2 | -1 | -1 | -2 | 1 | 16 | 8 | -4 | 4 | 0
COc1ccc(CN2CCCCC2c2cccnc2)cc1C (stereo not drawn) | 0 | 11 | -4 | 0.99 | 9 | 12 | -8 | 14 | 1
CCNc1nc(Cl)nc(NC(C)C)n1 | 0 | -3 | 0 | 1.1 | -4 | 6 | 3 | 4 | -7
Nc1c(C(=O)NCC2CCCO2)c2nc3ccccc3nc2n1Cc1ccco1 (stereo not drawn) | -2 | 0 | -2 | 0.88 | -14 | 0 | -3 | 21 | 12
CC(C)CNc1c2c(nc3ccccc13)CCC2 | -2 | -24 | 2 | 1.1 | 10 | 11 | 4 | 13 | -6
Cc1cc(OC(=O)c2cccs2)c2c3c(c(=O)oc2c1)CCCC3 | -4 | -10 | 2 | 0.93 | -22 | 6 | 6 | 14 | 7
O=C(O)CCn1cc(C=C2C(=O)NC(=O)NC2=O)c(-c2ccc(Br)cc2)n1 | 0 | 8 | -2 | 0.82 | -6 | 14 | 0 | -3 | 18
Cc1ccnc(NS(=O)(=O)c2ccc(N=Cc3c(O)n(C)c(=O)n(C)c3=O)cc2)n1 | 1 | 12 | -3 | 1 | 8 | 2 | -5 | 5 | 0
CCCCNC(=O)Nc1ccc(C(O)(C(=O)OC)C(F)(F)F)cc1 (stereo not drawn) | 0 | 4 | -1 | 1.1 | -10 | 26 | 12 | 0 | -5
CN(C)CCNC(=O)c1cccn(Cc2cc(C(F)(F)F)cc(C(F)(F)F)c2)c1=O | -2 | 1 | -3 | 0.96 | 13 | 16 | -5 | 9 | 4
COc1ccc(OC)c(N2C(=O)NC(=O)C(CCc3ccncc3)(CCc3ccncc3)C2=O)c1 | -3 | 0 | -2 | 0.91 | 8 | -10 | -8 | 5 | 9
COc1ccccc1N1C(=O)CC(=O)NC1=O | -3 | -6 | -6 | 1 | -17 | 13 | -6 | 11 | -4
N/C(=N/[N+](=O)[O-])N1CCN(C(=O)c2ccc(Cl)cc2)CC1 | -3 | 6 | -3 | 0.96 | 2 | 10 | -4 | 5 | 4
COc1cc2c(cc1OC)C(C(=O)NC(C)C)C1CCCCN1C2=O (stereo not drawn) | 1 | 6 | 9 | 1.1 | -1 | -10 | 3 | 9 | -7
CCCCOC(=O)C1=C(N)OC2=C(C(=O)CCC2)[C@]12C(=O)Nc1ccccc12 | -2 | 8 | -4 | 0.97 | 2 | 0 | -7 | 16 | 3
N#CCCn1cc(C=C2C(=O)NC(=O)NC2=O)c(-c2ccccc2)n1 | -2 | 13 | 2 | 0.99 | -8 | 19 | 7 | 17 | 1
CN1CCCC(C(=O)c2ccccc2)C1 (stereo not drawn) | -2 | 4 | 1 | 0.9 | 12 | -3 | -5 | 11 | 10
O=c1[nH]c(=O)n(-c2ccc(F)cc2)c(O)c1C=NCCN1CCCCC1 | -2 | 0 | 7 | 1.1 | -10 | -9 | 3 | 32 | -7
CN1C(=O)CN=C(c2ccccc2Cl)c2cc(Br)ccc21 | -1 | -25 | -5 | 0.97 | -3 | -36 | -6 | 20 | 3
O=C(O)C(Br)CBr (stereo not drawn) | -1 | 1 | -5 | 1.1 | 11 | -13 | -11 | 11 | -5
CC(C)CNC(=O)c1c(N)n(Cc2ccco2)c2nc3ccccc3nc12 | -6 | 11 | 1 | 0.94 | 4 | 37 | 0 | 9 | 6
O=[N+]([O-])c1ccccc1CN1CC=C(c2ccc(F)cc2)CC1 | -1 | -5 | -7 | 1.1 | 8 | 0 | -4 | 5 | -6
CCCCNC(=O)CN1C(=O)CN=C(c2ccccc2)c2ccccc21 | -1 | -5 | -1 | 1 | -11 | 5 | -8 | -12 | -3
O=C(O)[C@H]1NC[C@H]2C[C@H]21 | -2 | -10 | -1 | 0.99 | 7 | 9 | -1 | 16 | 0
O=C1NC(=O)C(CCc2ccncc2)(CCc2ccncc2)C(=O)N1CCc1ccc(F)cc1 | 0 | -2 | 1 | 1 | -10 | 14 | -5 | 9 | -5
O=C(Nc1ccc(Cl)cc1)Nc1nccs1 | -4 | 24 | -6 | 0.96 | -27 | 14 | -9 | -34 | 4
COc1ccc(C2SCC(=O)Nc3c2c(=O)[nH]n3C2CCCCCC2)cc1OC (stereo not drawn) | -2 | 0 | -4 | 0.9 | 2 | 6 | -6 | -3 | 10
CCOc1cccc(N2C(=O)CC(=O)NC2=O)c1 | 0 | 6 | -2 | 1 | 10 | 9 | -3 | 10 | -4
C=CC(=O)NCNC(=O)C=C | 4 | 1 | -6 | 0.93 | 3 | 2 | -8 | 5 | 7
O=C(N/N=C/c1c(O)n(Cc2ccccc2)c(=O)[nH]c1=O)c1ccccc1 | 5.3* | 7 | 1 | 0.82 | -12 | 9 | -2 | 17 | 18
FC(F)(F)c1ccc(CN2CCNCC2)cc1 | -1 | 2 | -4 | 0.9 | 14 | -7 | -8 | 8 | 10
Nc1ccc(C(=O)N/N=C2/CN3CCC2CC3)cc1 | -2 | 11 | -4 | 1.1 | -9 | 3 | -6 | -4 | -6
COc1ccccc1N1C(=O)NC(=O)/C(=C/c2ccc([N+](=O)[O-])s2)C1=O | -4 | 73* | 14 | 0.65 | -66 | 77* | 18 | 24 | 35
CCN(CC)CCN=Cc1c(O)n(Cc2ccccc2)c(=O)[nH]c1=O | -4&-2 | -5&-4 | 3&8 | 1&1 | 10&3 | -6&-9 | 0&4 | 20&19 | -1&-4
CCCNC(=O)N1[C@H]2CC[C@@H]1C(C(=O)OC)=C(c1c(C)noc1C)C2 | -1 | -5 | -2 | 1 | 8 | -5 | -7 | -1 | 0
C=CCN1C(=O)NC(=O)C(CCc2ccncc2)(CCc2ccncc2)C1=O | -3 | 6 | -1 | 0.98 | -21 | -13 | -6 | 16 | 2
CCN1CCN(C(=O)Cc2ccccc2OC)CC1 | 2 | -10 | 2 | 0.98 | -11 | -2 | -10 | -3 | 2
COc1ccc(S(=O)(=O)N2CCOCC2)cc1NC(=O)COC(=O)Cc1ccccc1 | 4 | -1 | 1 | 0.98 | 0 | 6 | -2 | 13 | 2
COc1ccc(CN2CCN(Cc3ccccc3)CC2)c(OC)c1 | 5 | -8 | -1 | 0.94 | 11 | 23 | -5 | 11 | 6
CCOC(=O)c1ccc(NC(=O)N2C[C@@H]3C[C@@H](C2)c2cccc(=O)n2C3)cc1 | -2 | -4 | 1 | 0.93 | 20 | 3 | -2 | 14 | 7
CC1CCC2C(C)C(=O)OC3OC4(C)CCC1C32OO4 (stereo not drawn) | 3 | 5 | 1 | 0.92 | 14 | 39 | 2 | -7 | 8
COc1ccc(N/N=C/c2c(O)n(-c3cccc(C)c3)c(=O)[nH]c2=O)cc1 | 1 | -47 | 0 | 1 | 10 | -52 | 54* | 19 | 0
Cc1cnc(-n2c(=S)[nH]c3ccccc3c2=O)s1 | 6 | -2 | -3 | 1 | 14 | 7 | -11 | 7 | -2
C=CCN1CC[C@]23c4c5ccc(O)c4O[C@H]2/C(=N/NC(=O)c2ccccc2)CC[C@@]3(O)[C@H]1C5 | 2 | 2 | -1 | 0.95 | -34 | -9 | -5 | 13 | 5
CC1(C)N2CC3([N+](=O)[O-])CN1CC([N+](=O)[O-])(C2)C3 | -1 | -6 | -1 | 1.1 | -1 | -12 | -8 | -11 | -7
Cn1c(O)c(C=NC2CC(C)(C)NC(C)(C)C2)c(=O)n(C)c1=O | 1 | 8 | -1 | 1 | 7 | 9 | -3 | 4 | -2
C=CCn1c(O)c(C(C)=Nc2cc(OC)ccc2OC)c(=O)[nH]c1=O | 0 | 8 | -1 | 0.95 | 0 | 2 | -2 | -1 | 5
CCC1=Nc2cc(C(=O)N3CCC4(CC3)OCCO4)ccc2Sc2ccccc21 | 3 | 17 | -5 | 0.95 | 18 | 20 | -6 | -1 | 5
CN(C(=O)CNC(=O)OCc1ccccc1)c1ccc(Br)cc1C(=O)c1ccccc1Cl | 0 | 30 | -3 | 0.87 | 9 | 1 | -3 | 10 | 13
CN1CCc2nc3sc(C(=O)NC4CC4)c(N)c3cc2C1 | 0 | -36 | 3 | 0.94 | -1 | -5 | 4 | -12 | 6
COc1cc(O)c(C(=O)O)c(-c2cc(O)c(O)cc2C)c1 | -5 | -11 | 2 | 0.78 | 0 | -17 | 15 | 19 | 22
COC1=CC=C2[C@H]3Cc4ccc(OC)c5c4[C@@]2(CCN3C)C1O5 (stereo partly drawn) | 2 | 4 | -1 | 1 | 20 | 22 | -3 | 1 | -2
(next part)
SMILES | MIN6 prolif | TIM10 inh | A3A deaminase | mIAP act | hIAP inh | tim10-1 inh | APOBEC3G inh | NALP3 yeast inh | mIAP inh
Cn1c(O)c(C(=Nc2ccccc2)SCc2ccccc2Cl)c(=O)n(C)c1=O | -2 | 5 | 4 | 1 | 5 | 15 | 16 | 14 | -1
CC(=NCc1cccnc1)c1c(O)n(C2CCCCC2)c(=O)[nH]c1=O | -3 | 5 | 3 | 0.94 | 20 | 23 | -6 | 14 | 6
CC(C)(C)C(=O)c1cn(CC(=O)NCc2ccco2)c2ccccc12 | 0 | 2 | 59* | 0.96 | -10 | 10 | 15 | 2 | 4
C=Cn1ccnc1P(=S)(c1ccccc1)c1nccn1C=C | 0 | 19 | -4 | 0.99 | -16 | 22 | -7 | 6 | 0
O=P(C(Cl)Cl)(N1CCCCC1)N1CCCCC1 | -1 | -4 | -2 | 1 | -8 | 13 | -7 | 12 | 0
CCCCN1C(=O)NC(=O)/C(=C/c2cnc(SC)nc2)C1=O | 2 | 1 | -5 | 0.98 | -16 | 8 | -2 | 15 | 2

Structures from the list above that have an aryl thioether with sulfur outside any ring:
SMILES | MIN6 prolif | TIM10 inh | A3A deaminase | mIAP act | hIAP inh | tim10-1 inh | APOBEC3G inh | NALP3 yeast inh | mIAP inh
CCSc1cc(C2C(C#N)=C(N)Oc3n[nH]c(C)c32)c(C)o1 (stereo not drawn) | -4 | 48* | -2 | 0.98 | -16 | 63* | -3 | 14 | 2
CCCCN1C(=O)NC(=O)/C(=C/c2cnc(SC)nc2)C1=O | 2 | 1 | -5 | 0.98 | -16 | 8 | -2 | 15 | 2

Screening results from PubChem BioAssay.
